MsrA act: bovine MsrA enzyme activators, primary screen, biochemical, absorbance, HTS. Methionine sulfoxide reductase A (Bos taurus). activation, % at 10.6 µM. 360,000 tested, 0.3% active. purified bovine MsrA, absorbance read-out; in the data active = activation above about 7.5%;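 note: 0% = vehicle and 100% = reference activator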
FAS-TE inh: FAS thioesterase domain inhibitors, primary screen, biochemical, fluorescence intensity, uHTS. AID 602261, 2012. Fatty acid synthase (Homo sapiens), P49327. inhibition, % at 15 µM. recombinant FAS-TE, OMFH fluorogenic substrate, fluorescence endpoint. 360,000 tested, 0.67% active;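 active = compounds whose normalised, plate-corrected inhibition of enzyme fluorescence in the single-dose primary screen is 50% or more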;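 note: 0% = DMSO with enzyme and 100% = substrate without enzyme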
MsrA inh: bovine MsrA enzyme inhibitors, primary screen, biochemical, absorbance, HTS | 360,000 tested, 0.75% active | inhibition, % at 15.5 µM | purified bovine MsrA, absorbance read-out | Methionine sulfoxide reductase A (Bos taurus); in the data active = inhibition above about 4.5%;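 note: 0% = vehicle wells with enzyme and 100% = reference inhibitor wells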
eLon inh: inhibitors of E. coli Lon protease, primary screen, biochemical, fluorescence polarization. P0A9M0. purified E. coli Lon protease. inhibition, % at 7.94 µM. 360,000 tested, 0.42% active. AID 602123, 2011; in the data active = inhibition above about 13%, passing the limit was not always enough;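 note: 0% = enzyme with probe and DMSO and 100% = no enzyme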
Target sequence (P0A9M0 whole entry, looked up): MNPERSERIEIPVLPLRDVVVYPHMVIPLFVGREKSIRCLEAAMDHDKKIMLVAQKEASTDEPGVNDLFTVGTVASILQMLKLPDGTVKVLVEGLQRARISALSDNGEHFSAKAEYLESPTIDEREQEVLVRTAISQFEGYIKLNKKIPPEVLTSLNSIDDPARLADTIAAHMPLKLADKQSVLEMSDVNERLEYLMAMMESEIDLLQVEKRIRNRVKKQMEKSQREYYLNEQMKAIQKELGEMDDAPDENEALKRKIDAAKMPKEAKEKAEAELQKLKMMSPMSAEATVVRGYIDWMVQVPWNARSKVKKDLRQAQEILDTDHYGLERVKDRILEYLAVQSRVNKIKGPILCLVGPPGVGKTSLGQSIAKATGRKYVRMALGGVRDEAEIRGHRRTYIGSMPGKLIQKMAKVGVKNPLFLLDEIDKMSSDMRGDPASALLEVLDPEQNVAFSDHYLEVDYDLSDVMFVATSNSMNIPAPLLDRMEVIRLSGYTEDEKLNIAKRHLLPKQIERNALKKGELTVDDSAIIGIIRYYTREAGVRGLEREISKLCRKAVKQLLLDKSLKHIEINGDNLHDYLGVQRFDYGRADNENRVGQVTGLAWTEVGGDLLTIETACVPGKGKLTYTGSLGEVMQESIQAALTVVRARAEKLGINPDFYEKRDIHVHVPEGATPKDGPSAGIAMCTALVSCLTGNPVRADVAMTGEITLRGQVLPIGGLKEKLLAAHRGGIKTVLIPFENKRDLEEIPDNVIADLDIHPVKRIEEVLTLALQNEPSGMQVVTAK
Neddylation inh: inhibitors of cullin neddylation, primary screen, biochemical, TR-FRET, uHTS, NAE and Ubc12 | calls only at 25 µM | 360,000 tested, 0.58% active | AID 651699, 2012 | NEDD8-conjugating enzyme Ubc12 (Homo sapiens) + NEDD8-activating enzyme E1 regulatory …; in the data active = inhibition above about 36%
TbMetRS inhib: T. brucei MetRS inhibitors, primary screen, biochemical, luminescence. purified T. brucei MetRS, ATP depletion, Kinase-Glo luminescence. AID 624268, 2012. methionyl-tRNA synthetase (Trypanosoma brucei brucei). 360,000 tested, 0.4% active. inhibition, % at 11.9 µM;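 active = inhibition above a per-plate cutoff of the control wells' mean inhibition plus 3 SD, cut at about 5.5% in these data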;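 note: 0% = DMSO wells median and 100% = median of wells with control inhibitor compound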
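Dosing: 11.9 µM compound single dose, 0.9% DMSO; Assay system: purified T. brucei MetRS enzyme; Measured by: Kinase-Glo luciferase luminescence reporting remaining unconsumed ATP; Schedule: 15 min plus 2 h at 25 °C.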
PABP1 MLLE inh: inhibitors of PABP1 MLLE–PAM2 peptide binding, primary screen, biochemical, fluorescence polarization, FITC-PAM2, GST-MLLE | Polyadenylate-binding protein 1 (Homo sapiens), P11940 | inhibition, % at 20 µM | 360,000 tested, 0.36% active | AID 588489, 2011; in the data active = inhibition above about 35%, passing the limit was not always enough;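 note: plate controls were DMSO wells with GST-MLLE for no effect and wells lacking GST-MLLE protein for full effect; some results filed as inactive read as strong as hits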
CSN inh: inhibitors of CSN-mediated cullin deneddylation, primary screen, biochemical, fluorescence polarization, uHTS; inhibition, % at 12.5 µM; Purified CSN, SCF-Nedd8-OG deneddylation; COP9 signalosome complex subunit 5 (Homo sapiens), Q92905; 360,000 tested, 0.38% active; AID 651999, 2013;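 active = pattern-corrected inhibition above about 35%, with an unprinted fluorescence ratio check between 0.5 and 1.5, limit read from the data, passing the limit was not always enough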;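 note: 0% = enzyme with substrate and 100% = substrate without enzyme; some results filed as inactive read as strong as hits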
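Detection – fluorescence polarization · System – HEK293T-derived human Csn5 enzyme · Controls – substrate-only high control, full reaction low control · Timing – 90 min, room temperature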
Rin1-Abl PPI inh: inhibitors of Rin1-Abl protein binding, primary screen, biochemical, TR-FRET. 360,000 tested, 0.4% active. inhibition, % at 7.35 µM; in the data active = inhibition above about 5%, passing the limit was not always enough
* = called active by the depositor; i = inactive; nt = not tested or not shown.

SMILES | MsrA act | FAS-TE inh | MsrA inh | eLon inh | Neddylation inh | TbMetRS inhib | PABP1 MLLE inh | CSN inh | Rin1-Abl PPI inh
COc1ccccc1Nc1nc(NCCO)nc(N2CCCC2)n1 | -2 | -13 | 0.6 | -5 | i | -0.2 | 10 | -1 | 1
O=C(OCc1ccccc1)N1CCC2CC1c1c(-c3ccc(C(F)(F)F)cc3)cccc12 (stereo not drawn) | 0 | 18 | 0.4 | -5 | i | -1.0 | 3 | 2 | -1
O=C(NC(c1ccccc1)c1ccccc1)N1CCOCC1 | -2 | -5 | -1.5 | 2 | i | -0.5 | -6 | 5 | 1
CCc1nc2c(OCc3ccc(C(F)(F)F)cc3)cccn2c1N(C)C(=O)C(C)C | -1 | 4 | -0.1 | 4 | i | 0.9 | -12 | -2 | 4
CN(C)CCCNCCCNC(=O)/C=N/O | 2 | -10 | -0.2 | -3 | i | -0.5 | -7 | 0 | 5
Cc1noc(C)c1COc1ccc(C(=O)N2CCC(C(N)=O)CC2)cc1 | -3 | -3 | 1.3 | -11 | i | 0.0 | 3 | -4 | 1
COc1ccc(NC(=O)CN(C)C(=O)c2cc(C3CC3)nn2-c2ccccc2)cc1 | -2 | -2 | 0.4 | -1 | i | -0.2 | 3 | -2 | 4
CCN(CC)CCNc1nc(-c2ccc(OC(F)F)cc2)c(C)s1 | -4 | -4 | 0.1 | -9 | i | 0.5 | -1 | 2 | 0
O=C(O)CSCC(=O)NCc1c(Cl)cccc1Oc1ccccc1 | -2 | -4 | 1.9 | -9 | i | -0.5 | -4 | -1 | 2
O=[N+]([O-])c1ccccc1/C=C/C=N/n1c(-c2ccc(Cl)cc2)n[nH]c1=S | -2 | -7 | -0.9 | -14 | i | -0.1 | -54 | -5 | 0
O=C(COc1ccc(C(=O)Nc2ccc(Cl)cc2)cc1)NCc1ccccc1 | -3 | -6 | -1.4 | -9 | i | 0.2 | 3 | -6 | -2
C=C1C(=O)N(C)CCC1C(CC)C(=O)OC (stereo not drawn) | 0 | -5 | 0.0 | -7 | i | -0.1 | 5 | 7 | 4
O=C(Nc1ccc2c(c1)OCCO2)NC1(C(F)(F)F)Oc2ccccc2O1 | -8 | 10 | -0.7 | -6 | i | -0.5 | 13 | -7 | -1
O=[N+]([O-])c1cccc(/C=N/Nc2nc(N3CCOCC3)nc(N3CCOCC3)n2)c1 | -5 | 12 | 0.3 | -11 | i | -0.6 | -10 | 5 | -2
Cc1c(NS(=O)(=O)c2cccc(C(=O)N3CCC(C(N)=O)CC3)c2)c(=O)n(-c2ccccc2)n1C | -10 | -7 | -1.2 | -13 | i | -0.2 | 5 | -1 | -4
O=C(NCCC1=CCCCC1)C1CCN(S(=O)(=O)N2CCOCC2)CC1 | 0 | -8 | 0.1 | 1 | i | 0.3 | 1 | -4 | 2
Cc1ccc(Sc2ncnc3onc(C)c23)c(C)c1 | -2 | 12 | 1.3 | -1 | i | 0.0 | 2 | 5 | 3
COC(=O)[C@H](CCSC)NC(=O)Nc1ccc(C(C)C)cc1 | -4 | -4 | 1.4 | 0 | i | -0.3 | 7 | -5 | 0
CCOC(=O)c1c(C)[nH]c(N=Nc2ccc(C)cc2C)c1C | -11 | 14 | 1.1 | -2 | i | -0.7 | -4 | -1 | 2
Cc1c(NC(=O)/C=C/c2cn(-c3ccccc3)nc2-c2ccc(F)cc2)c(=O)n(-c2ccccc2)n1C | -11 | 10 | 0.0 | -16 | i | -1.2 | -16 | 0 | 4
COc1cc(CCNc2ccc3nnc(-c4ccccc4)n3n2)cc(OC)c1OC | -8 | -5 | 0.5 | -7 | i | -1.1 | 5 | -1 | 2
CC(C)c1ccc(/C=N/NC(=O)CC(=O)NC2CCCCC2)cc1 | -1 | -2 | 0.9 | -10 | i | 0.4 | -11 | -5 | 0
COc1ccc(-c2sc3ccc(OC)cc3c2-c2ccc(OC)nc2)cc1 | -11 | 24 | 0.0 | 3 | i | -0.8 | 5 | -3 | 3
CCCCN1C2=NCCCN2c2cc(C)c(C)cc21 | -2 | -3 | -0.1 | 7 | i | -0.5 | -1 | -3 | 2
Cn1nc(CC(=O)N2CCN(c3ccccc3)CC2)c2ccccc2c1=O | 7 | 2 | 0.5 | -2 | i | -1.1 | -1 | 3 | 1

The list continues.
SMILES | MsrA act | FAS-TE inh | MsrA inh | eLon inh | Neddylation inh | TbMetRS inhib | PABP1 MLLE inh | CSN inh | Rin1-Abl PPI inh
c1ccc(Cn2ccc(-c3cnc(-c4ccccc4)s3)n2)cc1 | -12 | 26 | 0.6 | -7 | nt | -0.9 | -6 | -3 | -1
COc1ccc(OC)c(CNC(=O)CCCc2cn(C)c3ccccc23)c1 | 1 | 10 | 1.1 | 2 | i | -0.6 | 0 | -5 | 3
Cc1ccc(/C=c2/sc3nnc(-c4ccccc4Cl)n3c2=O)o1 | -5 | -5 | 2.7 | -15 | i | -1.2 | -13 | 16 | -1
O=C(CCCc1ccccc1)Nc1cccc([N+](=O)[O-])c1 | -5 | 66* | -0.5 | -2 | i | -0.4 | -4 | 3 | 2
O=C(Oc1cccnc1)c1cc(S(=O)(=O)N2CCCCC2)ccc1Cl | -3 | 7 | -1.0 | 7 | i | 0.0 | -4 | -1 | -5
COc1ccc(-c2cc(C(=O)Nc3ccccc3O)c3ccccc3n2)cc1OC | -6 | -7 | 0.2 | 0 | i | -0.9 | -6 | -17 | 0
CNC(=S)n1cnc(N)n1 | -1 | -5 | 1.5 | -9 | i | -0.5 | -9 | 30 | 2
O=C(Nc1ccc(F)cc1)C1CCN(c2ncnc3c2nc2n3CCCCC2)CC1 | 0 | 4 | -0.5 | 3 | i | 0.1 | -16 | -1 | 0
Nc1nnnn1/N=C/c1cc(Cl)cc(Cl)c1OCc1ccc(Cl)cc1Cl | -5 | -8 | -0.8 | 1 | nt | -0.9 | 11 | -1 | 1
Cc1cn([C@H]2C[C@H](O)[C@@H](CCC(=O)NC(c3ccccc3)c3ccccc3)O2)c(=O)[nH]c1=O | -2 | -8 | 0.2 | -5 | i | 0.0 | 3 | -6 | 3
CCNC(=S)NNC(=O)c1csc2ccccc12 | -1 | -5 | -0.9 | 3 | i | 0.9 | 8 | -3 | -2
CSc1ncnc2ncn(C)c12 | -2 | -7 | -1.4 | -12 | i | -0.4 | -1 | -3 | 3
O=C(NCCCCNC(=O)c1ccc(Br)s1)c1ccc(Br)s1 | 3 | -2 | 0.1 | -7 | i | 3.1 | -3 | -2 | -4
O=c1oc2c3c4c(cc2s1)CCCN4CCC3 | -4 | 1 | 1.8 | 46* | i | -0.2 | 74* | -5 | 4
CCOc1ccc(C(=O)Nc2ccc(S(=O)(=O)NCC3CCCO3)cc2)cc1OCC (stereo not drawn) | -3 | 1 | 0.4 | -2 | i | 0.0 | 13 | -3 | 5
CCN1CCCC1CN(Cc1cc2ccc(C)cc2[nH]c1=O)C(=S)Nc1ccccc1OC (stereo not drawn) | -2 | -16 | 3.6 | -1 | i | 0.2 | -43 | 2 | -3
COc1ccc(C(=O)Nc2ccc3c(c2)C(=O)c2ccccc2C3=O)cc1OC | -7 | -13 | -0.1 | -6 | i | -0.9 | -1 | 33 | 1
O=C(CCNC(=O)c1ccc(Br)cc1)NCC1COc2ccccc2O1 (stereo not drawn) | -1 | 5 | 0.1 | -6 | i | 1.4 | -2 | 0 | -2
O=C(C1=NN[C@@H]2C(=O)N(c3cccc(C(F)(F)F)c3)C(=O)[C@H]12)C(c1ccccc1)c1ccccc1 | -5 | -22 | 0.2 | -2 | i | 0.2 | 4 | -11 | 1
COc1ccccc1Oc1ccc(N2CC(C(=O)OCC(=O)c3ccccc3)CC2=O)cc1 (stereo not drawn) | -2 | 11 | -1.4 | -1 | i | -0.3 | -2 | 4 | 6
CCCOC(=O)Cc1n[nH]c(=O)[nH]c1=O | -4 | -8 | -1.6 | -1 | i | -0.8 | 4 | -5 | 0
CC(=O)NC12CC3CC(C1)CC(C(=O)N(C)Cc1cccc(Cl)c1Cl)(C3)C2 | -6 | -2 | 0.6 | -10 | i | -0.3 | 2 | 1 | 1
C=Cc1ccc(Cn2c(C)c(C(=O)NCc3cccc(C)c3)sc2=O)cc1 | -7 | 14 | -0.9 | 5 | i | -0.3 | 2 | -1 | 5
CN(C)Cc1nc2ccccc2c(=O)n1CC#N | -6 | -7 | -1.6 | -1 | i | -0.8 | -19 | 4 | 1
COC(=O)C1=CN(c2ccc(C(C)(C)C)cc2)C(N)=C(C#N)C1c1ccccc1F (stereo not drawn) | nt | nt | 0.0 | nt | i | -1.2 | nt | -3 | nt

Next part; it opens with the six that closed the last part.
SMILES | MsrA act | FAS-TE inh | MsrA inh | eLon inh | Neddylation inh | TbMetRS inhib | PABP1 MLLE inh | CSN inh | Rin1-Abl PPI inh
COc1ccccc1Oc1ccc(N2CC(C(=O)OCC(=O)c3ccccc3)CC2=O)cc1 (stereo not drawn) | -2 | 11 | -1.4 | -1 | i | -0.3 | -2 | 4 | 6
CCCOC(=O)Cc1n[nH]c(=O)[nH]c1=O | -4 | -8 | -1.6 | -1 | i | -0.8 | 4 | -5 | 0
CC(=O)NC12CC3CC(C1)CC(C(=O)N(C)Cc1cccc(Cl)c1Cl)(C3)C2 | -6 | -2 | 0.6 | -10 | i | -0.3 | 2 | 1 | 1
C=Cc1ccc(Cn2c(C)c(C(=O)NCc3cccc(C)c3)sc2=O)cc1 | -7 | 14 | -0.9 | 5 | i | -0.3 | 2 | -1 | 5
CN(C)Cc1nc2ccccc2c(=O)n1CC#N | -6 | -7 | -1.6 | -1 | i | -0.8 | -19 | 4 | 1
COC(=O)C1=CN(c2ccc(C(C)(C)C)cc2)C(N)=C(C#N)C1c1ccccc1F (stereo not drawn) | nt | nt | 0.0 | nt | i | -1.2 | nt | -3 | nt
CC(C)C(C(=O)NCC1CCCO1)N(Cc1ccccc1)C(=O)CNS(=O)(=O)c1ccccc1 (stereo not drawn) | -5 | -5 | -0.7 | 2 | i | 0.0 | 3 | 0 | 4
CCCCS(=O)(=O)N1CCCC(C(=O)NCCc2ccccc2)C1 (stereo not drawn) | -3 | -2 | -0.6 | 5 | i | -1.0 | -4 | 0 | 2
COc1cc(C(C)=O)ccc1OCC(=O)NCc1ccccc1CN1CCCC1 | -3 | -5 | -0.1 | -2 | i | -0.1 | 8 | 2 | 1
CC(C)CCNCC(O)CON=C1c2ccccc2-c2ccccc21 (stereo not drawn) | -1 | -4 | -0.8 | 5 | i | -0.1 | -2 | 4 | -5
CCOc1ccc(OCCC(=O)N(CC)CC(=O)Nc2c(F)cccc2F)cc1 | -2 | -11 | 0.2 | 9 | i | 0.0 | 8 | -1 | -2
O=C(Nc1ccccc1C(=O)Nc1ccc(Br)cn1)c1ccccc1Cl | -6 | 8 | 1.3 | 8 | i | -0.4 | 4 | -2 | 3
COc1ccc(-n2c(Cc3cc(=O)[nH]c(=O)[nH]3)nnc2SCC(=O)N2CCC(C)CC2)cc1 | -3 | -5 | 1.1 | 0 | i | 0.0 | -4 | -11 | -5
